Myeloid diff 2: myeloid differentiation induction; calls only at 10 µM; ER-HoxA9 myeloid progenitors, lysozyme-GFP differentiation, flow cytometry; AID 624256; actives 1% (n = 360,000);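 active means normalized GFP-positive differentiation at or above the plate's own cutoff, the solvent-only control mean plus 3 SD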;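 further: cells exposed to compound for four days before flow analysis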
Hep lipid drop: modulators of hepatic lipid droplet formation; inhibition, % at 6.5 µM; AML12 mouse hepatocytes, oleate lipid droplets, BODIPY imaging; actives 0.4% (n = 240,000);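 active means lipid droplet intensity inhibited by at least 50%, with more than 500 cells counted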
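Assay system: AML12 mouse liver cells | Compound dosing: One dose, 6.5 µM compound | Read-out basis: Droplet intensity reduction, % inhibition | Measured by: Fluorescence imaging, 20x objective, two fields per well | Schedule: Overnight treatment with compound plus oleate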
WT yeast gro inh: growth inhibition of WT yeast, mitochondrial fusion screen. mitochondrial fusion phenotypic screen, WT strain. inhibition, % at 10 µM. actives 2.1% (n = 190,000); in the data active means inhibition above about 58%; tested in S. cerevisiae
CSM14.1 death rescue: protection against thapsigargin-triggered cell killing – 384-well, CSM14.1, ATP luminescence, primary screen (AID 1222); CSM14.1 thapsigargin-induced death rescue, ATP luminescence; higher % means a stronger effect; one-dose cellular ATP content (survival), % at 20 µM; EC50 in µM for titrated hits; 190,000 tested, under 10 active;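 active means EC50 below 50 µM in the dose-response confirmation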;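 further: death triggered by thapsigargin at about 15 µM added after 2 h compound pretreatment; cell ATP read after overnight thapsigargin exposure of roughly 18 to 22 hours; normalized against plate controls of thapsigargin alone and 5% DMSO vehicle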
PMI inhibitors: inhibitors of human PMI, primary screen, biochemical, fluorescence intensity, coupled assay (AID 1209); purified PMI enzyme, coupled fluorescence intensity; higher % means a stronger effect; inhibition, % at 20 µM, or IC50 in µM where a hit was titrated; actives 0.42% (n = 190,000);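 further: plate controls were DMSO vehicle for no effect and wells lacking substrate for full effect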
K1F lysis inhibition: protection from phage-mediated lysis, alamar blue read-out – E. coli UTI89, K1F phage, bacterial capsule biogenesis inhibitors (AID 488966); E. coli UTI89 K1F phage lysis, alamar blue, 2 h; higher % means a stronger effect; inhibition, % at 100 µM; hits with a dose series show IC50 in µM; actives 0.02% (n = 340,000);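 active means phage lysis inhibition, versus mean bacterial control, above a set limit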;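 further: capsule biogenesis inhibitors block K1F phage lysis so surviving cells raise fluorescence; higher fluorescence means more inhibition of phage lysis; actives were called in the ten point dose series up to 300 µM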
P. falciparum M1AAP: malaria alanyl aminopeptidase activity blockers – biochemical, fluorogenic H-Leu-NHMec substrate, 1536-well (AID 1445); one-dose inhibition, % at 30 µM; IC50 in µM for titrated hits; recombinant M1AAP, H-Leu-NHMec fluorogenic kinetic assay; higher % means a stronger effect; actives 0.42% (n = 220,000);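 active means primary inhibition above the hit cutoff, then over 50% inhibition at one or more dose response concentrations, cut at about 23% in these data, passing the limit was not always enough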;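 further: plate controls were DMSO full reaction for no effect and no enzyme background for full effect; strong numbers were not always called active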
TNAP activation fold: stimulation of alkaline phosphatase TNAP activity – biochemical, luminescent, no phosphate acceptor, uHTS, primary screen (AID 1001) | purified TNAP, luminescent activation assay, no phosphate acceptor; higher activation fold means a stronger effect | activation fold at 20 µM, or EC50 in µM where a hit was titrated | actives 0.03% (n = 200,000); in the data active means activation fold from about 3, or a potency from the dose series; inactive means the rest, 99 in 100 with activation fold below about 1.6; further: many of its hits are not listed in these tables
human PMI inhibitors: MPI inhibition at elevated mannose 6-phosphate – biochemical, fluorescence intensity, high mannose 6-phosphate, primary screen (AID 1220). recombinant PMI enzyme, coupled fluorescence intensity; higher % means a stronger effect. inhibition, % at 20 µM, or IC50 in µM where a hit was titrated. actives 0.66% (n = 190,000)
WT yeast gro inh mutant strain: also measured in WT yeast gro inh; calls as there; inhibition, %; mitochondrial fusion phenotypic screen, mutant strain inhibition
Hep lipid drop cells 6.5 µM: also measured in Hep lipid drop; calls as there; cell count; measured here: cell count, cytotoxicity flag;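 cells counted across two imaged fields per well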
Myeloid diff 2 GFP+ MAC1+ %: second read-out of Myeloid diff 2, no call of its own (marks repeat the call); GFP+ MAC1+ double positive, %; measured here: differentiation confirmed by MAC1 staining
Active calls of the source: *; i = inactive; / = not tested or not shown; + = active, no number; [ ] = remark or other dose. Unless noted, no stated cut-off is given here; in the data, active means inhibition above about 50%; inactive means the rest.

SMILES	Myeloid diff 2	Myeloid diff 2 GFP+ MAC1+ %	Hep lipid drop	Hep lipid drop cells 6.5 µM	WT yeast gro inh	WT yeast gro inh mutant strain	CSM14.1 death rescue	PMI inhibitors	K1F lysis inhibition	P. falciparum M1AAP	TNAP activation fold	human PMI inhibitors
CCOC(=O)[C@H]1NN=C(C(=O)OC)[C@@H]1c1ccccc1	i	0.1	2	704	-1	-17	-0.5%	-4%	6.8%	0%	1.1	-6%
Cc1c(C)n(O)c2ccc3nonc3c12	i	0.8	1	638	/	/	/	/	2.4%	16%	/	/
Cc1ccc(CC(=O)Nc2ccc(OC(F)F)c(Cl)c2)cc1C	i	0.3	4	617	44	12	-1.4%	8%	0.2%	0%	1	6%
N#C/C(=C/c1ccco1)c1nc2ccccc2s1	i	1.0	3	623	30	28	-4.1%	4%	0.1%	6%	1.1	13%
C/C(=N\NC(=O)Cn1ccc(C(F)(F)F)n1)c1ccco1	i	0.0	2	676	0	-8	-0.8%	-11%	-0.1%	1%	1	-6%
[O-]c1c[n+](-c2ccccc2)no1	i	0.7	16	713	/	/	/	/	-1.3%	1%	/	/
COc1ccc(N2C(=O)C3CCCN3C2c2ccccc2)cc1 (stereo unspecified)	i	0.7	/	/	13	10	-1.2%	7%	2.6%	-2%	1.1	5%
S=C(NCCc1ccccc1)N/N=C/c1cccc(Cl)c1Cl	i	1.2	0	504	9	6	-2.6%	6%	-0.1%	9%	1.1	0%
COc1ccc(-n2c(SCC(=O)N/N=C/c3ccccc3OCC(=O)O)nc3ccccc3c2=O)cc1	i	0.3	22	837	/	/	/	/	0.3%	12%	/	/
CC(C)c1ccc(NC(=O)CSc2nc3c(c(=O)[nH]2)CCC3)cc1	/	/	-37	593	-26	-9	-2.8%	22%	/	1%	1	19%
CCn1c(N2CCN(C(=S)Nc3ccc(OC)cc3)CC2)nc2ccccc21	i	0.6	0	696	22	-10	2.6%	3%	0.5%	0%	1	-2%
Cc1ccc(SCCNC(=O)/C=C/c2cccc([N+](=O)[O-])c2)cc1	i	1.4	-2	629	17	-2	-0.2%	15%	0.6%	3%	1.2	1%
Cc1ccc(C2OCC3(CO2)COC(c2ccc(C)cc2)OC3)cc1 (stereo unspecified)	i	0.5	15	669	-3	3	-1.7%	14%	3.8%	0%	1.4	5%
Cc1ccc(C(=O)N/C(=C\c2ccc(-c3ccc([N+](=O)[O-])cc3)o2)C(=O)NC2CCS(=O)(=O)C2)cc1 (stereo unspecified)	i	0.6	-26	662	0	11	0.8%	3%	3.1%	-6%	0.9	4%
CS(=O)(=O)N(CC(=O)N1CCCC1)c1cccc(Cl)c1Cl	i	12	/	/	0	3	-0.4%	0%	2.3%	3%	1.1	7%
Cc1cc(C)cc(N(CC(=O)N2CCN(c3ccccc3)CC2)S(=O)(=O)c2c(C)noc2C)c1	i	1.3	/	/	19	12	0.6%	8%	0.8%	7%	1.1	7%
CSc1nc(C)cc(OCCO)n1	i	0.9	9	835	1	-8	-2.5%	6%	-0.1%	5%	1	3%
CC12COC3(C(=O)Nc4ccc(Cl)cn4)CC1CCC32C (stereo unspecified)	i	0.5	3	687	12	9	0.9%	18%	0.4%	0%	1	12%
Cc1ccc2nc(-c3ccc(NC(=O)C4CCCO4)cc3)[nH]c2c1 (stereo unspecified)	i	5.3	32	709	-1	4	-5.1%	9%	-0.4%	5%	1.1	6%
CCOC(=O)c1[nH]c(Cc2[nH]c(C(=O)OCC)c(C)c2CCC(=O)OC)c(CCC(=O)OC)c1C	i	0.9	/	/	3	-16	2.5%	10%	0.0%	8%	1	13%

Three entries already listed, ordered by heavy-atom count, low to high:
SMILES	Myeloid diff 2	Myeloid diff 2 GFP+ MAC1+ %	Hep lipid drop	Hep lipid drop cells 6.5 µM	WT yeast gro inh	WT yeast gro inh mutant strain	CSM14.1 death rescue	PMI inhibitors	K1F lysis inhibition	P. falciparum M1AAP	TNAP activation fold	human PMI inhibitors
CSc1nc(C)cc(OCCO)n1	i	0.9	9	835	1	-8	-2.5%	6%	-0.1%	5%	1	3%
N#C/C(=C/c1ccco1)c1nc2ccccc2s1	i	1.0	3	623	30	28	-4.1%	4%	0.1%	6%	1.1	13%
CCOC(=O)c1[nH]c(Cc2[nH]c(C(=O)OCC)c(C)c2CCC(=O)OC)c(CCC(=O)OC)c1C	i	0.9	/	/	3	-16	2.5%	10%	0.0%	8%	1	13%

Further records:
SMILES	Myeloid diff 2	Myeloid diff 2 GFP+ MAC1+ %	Hep lipid drop	Hep lipid drop cells 6.5 µM	WT yeast gro inh	WT yeast gro inh mutant strain	CSM14.1 death rescue	PMI inhibitors	K1F lysis inhibition	P. falciparum M1AAP	TNAP activation fold	human PMI inhibitors
COC(=O)COC(=O)c1ccc(-n2nnnc2SC)cc1	i	0.8	1	781	-13	19	-0.5%	4%	0.7%	-3%	1.1	-6%
CCS(=O)(=O)NCc1cn2c(C)csc2n1	i	0.9	/	/	-5	-4	-2.0%	-13%	0.6%	-4%	1	-5%
O=C(Nc1nc2c(s1)CCCC2)c1nn(Cc2ccccc2)c(=O)c2ccccc12	i	0.0	-13	717	1	4	9.8%	0%	2.4%[50 µM]	-2%	1	-1%
C=CCn1c(N)cc(=O)nc1SCC(=O)N(c1ccccc1)c1ccccc1	i	0.3	-7	671	-2	2	2.1%	1%	-0.5%	-7%	1	5%
COc1ccccc1NC(=O)C1(c2ccccc2)CCCC1	i	0.8	-11	752	-1	7	0.6%	6%	0.3%	0%	1	-1%
O=C(CSc1ncnc2ccccc12)c1cccs1	i	0.3	10	719	-23	-18	-13%	29%	-0.1%	3%	1.1	14%
CCCCn1cc2c(c1-c1cccc(C)c1)c(=O)n(C)c(=O)n2C	i	0.6	6	741	/	/	/	/	0.8%	17%	/	/
COc1ccccc1NC(=S)NNC(=O)c1ccncc1	i	0.7	25	691	-9	1	-1.4%	-14%	0.2%	0%	1.8	-10%
Oc1ccc2ccccc2c1CNn1cnnc1	i	1.8	-1	745	-15	10	-2.6%	4%	0.8%	11%	1	3%
O=C(NN1C(=O)C2C3C=CC(C4CC34)C2C1=O)c1cccc(Br)c1 (stereo unspecified)	i	0.1	22	731	/	/	/	/	0.9%	8%	/	/
NC(=O)COc1ccc(/C=N/NC(=O)C2CCCN2S(=O)(=O)c2ccc(Cl)cc2)cc1 (stereo unspecified)	i	0.7	22	806	2	3	-0.8%	9%	0.0%	12%	1.2	5%
Cc1ccc(C(=O)COC(=O)c2cnccn2)cc1C	/	/	11	698	4	-16	-1.2%	-9%	/	1%	1.1	-10%
Clc1cccc(C2CCN(Cc3nc(COc4ccccc4)no3)C2)c1 (stereo unspecified)	i	0.0	-2	750	43	36	2.2%	10%	-0.1%	-1%	1.1	1%
Cc1ccc(Cc2c[nH]c(=S)s2)cc1	+	1.4*	-20	677	68*	58*	-0.9%	0%	-0.5%	3%	0.6	1%
CSc1nc(-c2ccco2)nn1S(C)(=O)=O	i	0.3	1	730	-26	-2	-0.7%	-3%	7.1%	3%	1	-19%
CCn1ncc(C2=NOC(C(=O)Nc3ccc(C)cc3)C2)c1C (stereo unspecified)	i	0.1	5	743	-5	-10	-1.2%	10%	0.3%	0%	1.1	2%
Cc1cccc(-n2c(O)c(C=NC3CCS(=O)(=O)C3)c3ccccc3c2=O)c1 (stereo unspecified)	i	1.2	/	/	-3	-11	-1.0%	-2%	0.5%	5%	1.1	-2%
CCOC(=O)N1CCC(n2c(SCC(=O)NCCC3=CCCCC3)nc3ccccc3c2=O)CC1	i	0.7	/	/	19	-1	-0.2%	9%	0.1%	5%	1.1	3%
O=C(O)c1ccccc1C(=O)c1ccc(Cl)cc1	i	0.4	3	717	/	/	/	/	-0.7%[50 µM]	6%	/	/
Cc1c(Nc2nc3ccccc3nc2NS(=O)(=O)c2cccs2)c(=O)n(-c2ccccc2)n1C	i	2.5	1	736	5	-14	-1.3%	0%	0.3%	17%	1.1	-11%

Taken from above.
In K1F lysis inhibition, Cc1cccc(-n2c(O)c(C=NC3CCS(=O)(=O)C3)c3ccccc3c2=O)c1 (stereo unspecified) shows 0.5%
In P. falciparum M1AAP, C=CCn1c(N)cc(=O)nc1SCC(=O)N(c1ccccc1)c1ccccc1 shows -7%

More compounds:
SMILES	Myeloid diff 2	Myeloid diff 2 GFP+ MAC1+ %	Hep lipid drop	Hep lipid drop cells 6.5 µM	WT yeast gro inh	WT yeast gro inh mutant strain	CSM14.1 death rescue	PMI inhibitors	K1F lysis inhibition	P. falciparum M1AAP	TNAP activation fold	human PMI inhibitors
CCCN(CCC(=O)Nc1cc(OC)cc(OC)c1)CC1CC1	i	0.2	/	/	35	-25	-1.5%	7%	0.5%	4%	1.1	42%
COc1cc(CNc2nc(C)c([N+](=O)[O-])c(C)c2C#N)cc(OC)c1OC	i	0.7	5	656	-4	-1	10%	3%	1.0%	-3%	1.1	27%
CSc1nccc(-c2cc(Cl)sc2Cl)n1	i	0.4	/	/	-21	-1	-0.5%	-1%	0.0%	5%	1.1	-2%
Cc1ccccc1Nc1nnc(SCC(=O)Nc2ncc(C(F)(F)F)cc2Cl)s1	i	0.3	-29	572	18	-2	5.8%	11%	3.1%[50 µM]	12%	1	11%
CCCCNC(=O)Nc1ccnn1C1CCCCC1	i	1.2	/	/	17	9	-1.0%	-13%	1.3%	-4%	1.1	-15%
c1ccc(CSc2nnc(-c3ccccn3)n2-c2ccccc2)cc1	i	1.0	-20	751	0	-9	1.4%	5%	1.2%	3%	1	2%
CCOc1cccc(C(=O)NC(c2ccccc2)C(C)C)c1 (stereo unspecified)	i	1.5	4	642	6	20	0.3%	16%	0.3%	1%	1.1	16%
CN(C)c1ccc(C(=O)OCC(=O)NCCC2=CCCCC2)cc1	i	0.9	-1	637	11	23	2.2%	-4%	0.4%	1%	1.2	9%
CC(=O)NC(c1ccc(C)cc1)c1cc([N+](=O)[O-])c2cccnc2c1O (stereo unspecified)	i	0.3	12	677	-14	-18	0.5%	28%	0.6%	3%	0.9	65%*
